High-throughput results from PubChem BioAssay.
PREPL inhibitor: human PREPL enzyme inhibition | AID 2751 | recombinant PREPL, fluorescence polarization activity-based probe | Q4J6C6 | 320,000 compounds, 0.68% hits | inhibition, % at 5.96 µM; in the data active means inhibition above about 43%;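 further: 0% = enzyme with DMSO and 100% = wells lacking enzyme; many of its hits are not listed in these tables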
Target sequence (Q4J6C6 whole entry, looked up): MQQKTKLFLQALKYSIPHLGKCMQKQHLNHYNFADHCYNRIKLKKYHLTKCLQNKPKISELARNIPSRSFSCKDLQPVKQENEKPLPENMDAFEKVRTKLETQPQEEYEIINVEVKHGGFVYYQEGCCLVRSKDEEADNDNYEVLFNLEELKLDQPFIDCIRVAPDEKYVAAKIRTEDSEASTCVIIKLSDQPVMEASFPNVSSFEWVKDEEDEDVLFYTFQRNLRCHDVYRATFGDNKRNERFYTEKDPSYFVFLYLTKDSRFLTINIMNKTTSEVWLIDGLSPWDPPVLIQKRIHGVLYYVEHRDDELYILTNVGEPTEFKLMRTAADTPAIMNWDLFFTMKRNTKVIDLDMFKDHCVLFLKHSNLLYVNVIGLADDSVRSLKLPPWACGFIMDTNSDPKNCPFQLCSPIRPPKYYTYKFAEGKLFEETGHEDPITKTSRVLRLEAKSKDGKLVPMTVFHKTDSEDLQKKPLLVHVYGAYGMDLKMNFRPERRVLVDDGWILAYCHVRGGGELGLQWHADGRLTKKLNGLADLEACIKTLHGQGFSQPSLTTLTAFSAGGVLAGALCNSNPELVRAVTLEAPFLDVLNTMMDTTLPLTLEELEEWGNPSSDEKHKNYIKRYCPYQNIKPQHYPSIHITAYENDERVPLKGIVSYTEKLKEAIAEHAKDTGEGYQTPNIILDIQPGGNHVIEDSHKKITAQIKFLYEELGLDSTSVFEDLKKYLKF
CTSL1 counter: counter-screen for PFM18AAP inhibitors: inhibitors of F. hepatica cathepsin L1 | recombinant F. hepatica cathepsin L1, Z-Leu-Arg-MCA fluorescence | inhibition, % at 5.96 µM | 300,000 compounds, 0.49% hits | AID 1906;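 active means inhibition above the mean of all tested compounds plus 3 SD, set per screening campaign, cut at about 17% in these data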;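 further: 0% = plate median of test compound wells and 100% = 1 µM Z-Phe-Ala-diazomethylketone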
LYPLA2 counter: blocks human lysophospholipase 2, a PME1 counter-screen | O95372 | recombinant LYPLA2, FP-Rh probe fluorescence polarization | inhibition, % at 5.9 µM | 320,000 compounds, 0.38% hits;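 active means inhibition above the screen-wide mean plus 3 SD, limit set per campaign, cut at about 26% in these data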;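 further: 0% = LYPLA2 with DMSO and 100% = wells lacking LYPLA2 enzyme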
GASC-1 inh: human JMJD2C demethylase inhibition | Q9H3R0 | GST-JMJD2C(1-420) H3K9me3 demethylation, DELFIA europium | inhibition, % at 2.35 µM | 330,000 compounds, 0.069% hits;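 active means more than half of a compound's replicate wells show inhibition beyond 50%, single wells judged on their own value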;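 further: signal counts dimethyl H3K9 product captured on neutravidin plate; 0% = median of DMSO wells and 100% = 0.3 times that DMSO median; strong numbers were not always called active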
Efflux pump inh: inhibitors of Candida antifungal efflux pumps expressed in yeast; S. cerevisiae Candida pump triplex, Nile Red efflux; inhibition, % at 10 µM; 330,000 compounds, 0.44% hits; AID 485275;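 active means plate passing quality check with inhibition over a set limit, or well fluorescence over plate mean plus 4 SD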;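 further: Nile Red retained in pooled yeast measured as flow cytometry median fluorescence; 0% = buffer negative control and 100% = Enniatin B positive control; higher means more Nile Red kept so more efflux inhibition; some compounds called inactive have numbers as strong as hits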
TPT1 inhibitor: inhibitors of Candida albicans tRNA 2'-phosphotransferase TPT1. 300,000 compounds, 0.81% hits. recombinant caTPT1, FP RNA substrate dephosphorylation. inhibition, % at 5 µM;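 active means inhibition above the mean of all tested compounds plus 3 SD, set per screening campaign, cut at about 24% in these data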;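 further: plate controls were DMSO alone for no effect and ferristatin control at 100 nM for full effect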
PP5 inh: inhibitors of human protein phosphatase 5 (PP5); P53041; inhibition, % at 6.7 µM; purified PP5c, OMFP substrate fluorescence; AID 1987; 320,000 compounds, 0.18% hits;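 active means inhibition above the campaign's mean inhibition across all tested compounds plus 3 SD, cut at about 9.5% in these data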;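 further: 0% = DMSO only and 100% = 100 µM cantharidin control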
PP1 inh: PP1-alpha (human) inhibition in PP5 counter-screen; P62136; purified PP1alpha, OMFP fluorescence; inhibition, % at 6.7 µM; 320,000 compounds, 0.9% hits;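 active means inhibition above the mean inhibition of all tested compounds plus 3 SD, computed separately for each screening campaign, cut at about 15% in these data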
Target sequence (P62136 whole entry, looked up): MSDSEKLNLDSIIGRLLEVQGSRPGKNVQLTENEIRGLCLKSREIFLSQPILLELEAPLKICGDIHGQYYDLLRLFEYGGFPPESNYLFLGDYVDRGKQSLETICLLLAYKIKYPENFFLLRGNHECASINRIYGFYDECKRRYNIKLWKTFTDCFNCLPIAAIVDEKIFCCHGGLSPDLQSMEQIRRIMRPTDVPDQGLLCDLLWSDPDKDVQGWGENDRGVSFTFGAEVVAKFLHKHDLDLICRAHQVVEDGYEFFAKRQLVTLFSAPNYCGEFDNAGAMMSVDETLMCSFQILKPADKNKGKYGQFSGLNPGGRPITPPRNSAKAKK
core dimer inh: HCV core protein dimerization inhibition; AID 1899; inhibition, % at 5 µM; TR-FRET GST/Flag-core106 dimerization, 1536-well; 300,000 compounds, 0.33% hits;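 active means inhibition above the mean of all tested compounds plus 3 SD, set per screening campaign, cut at about 45% in these data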
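Test system: GST/Flag-tagged HCV core106 proteins; Medium: KF-containing HEPES buffer, pH 7.45, DTT, CHAPS, BSA; Times: compound-protein-antibody incubation 4 h at 22.5 °C; Detection: TR-FRET 671 and 617 nm emission; Benchmarks: wells lacking GST-core106 and wells with excess unlabelled core106.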
Numbers without * were called inactive.

Screening CCOc1ccc(N2C(=O)c3cccnc3C2Nc2ccc(Cl)cc2)cc1 (stereo not given) returned PREPL inhibitor -6, CTSL1 counter -3, LYPLA2 counter -2, GASC-1 inh 14, Efflux pump inh 0.0, TPT1 inhibitor 3, PP5 inh 3.4, PP1 inh 5 and core dimer inh 8.
Screening C#Cc1cccc(NC(=O)c2ccc3c(c2)C(=O)N(Cc2cccnc2)C3=O)c1 returned PREPL inhibitor 10, CTSL1 counter 4, LYPLA2 counter 6, GASC-1 inh 1, Efflux pump inh -0.1, TPT1 inhibitor 0, PP5 inh -0.1, PP1 inh 0 and core dimer inh 6.
Screening CCCCNC(=O)CN(Cc1ccco1)S(=O)(=O)c1ccc(C(C)=O)cc1 returned PREPL inhibitor 8, LYPLA2 counter 1, Efflux pump inh 0.1, PP5 inh -0.1 and PP1 inh -1.
COC(=O)C(C(=O)OC)C(c1ccccc1)C(C(=O)c1ccccc1)[N+](=O)[O-] (stereo not given) was read as PREPL inhibitor 16, CTSL1 counter -2, LYPLA2 counter 6, GASC-1 inh 17, Efflux pump inh 0.1, TPT1 inhibitor 0, PP5 inh -0.2, PP1 inh -3 and core dimer inh -1.
`CN(C)C(=O)c1c(-c2ccccc2)oc2ccc(O)cc12` gave PREPL inhibitor 1, CTSL1 counter 6, LYPLA2 counter 3, GASC-1 inh 2, Efflux pump inh 0.0, TPT1 inhibitor -4, PP5 inh -0.6, PP1 inh -3 and core dimer inh 11.
`CC(C)(C)NC(=S)NC(=O)C12CC3CCC(CC(C3)C1)C2` gave PREPL inhibitor -3, CTSL1 counter -2, LYPLA2 counter -3, GASC-1 inh 0, Efflux pump inh 0.0, TPT1 inhibitor 2, PP5 inh -0.4, PP1 inh -1 and core dimer inh 5.
`COc1cccc(CN(C)CC(=O)Nc2cc3oc4ccccc4c3cc2OC)c1` gave PREPL inhibitor -5, CTSL1 counter -1, LYPLA2 counter -6, GASC-1 inh 1, Efflux pump inh 0.0, TPT1 inhibitor 0, PP5 inh 1.2, PP1 inh 0 and core dimer inh -2.
`Cn1c(=O)c2c(nc(/C=C/c3cccc(Cl)c3)n2C)n(C)c1=O` gave PREPL inhibitor -4, CTSL1 counter -3, LYPLA2 counter 0, GASC-1 inh -1, Efflux pump inh 0.2, TPT1 inhibitor -5, PP5 inh 0.6, PP1 inh -6 and core dimer inh 10.
Screening Cc1c(CNCCC2=CCCCC2)c(C(=O)O)c(C)n1Cc1ccccc1 returned PREPL inhibitor 4, CTSL1 counter 0, LYPLA2 counter -4, GASC-1 inh 42, Efflux pump inh 0.1, TPT1 inhibitor -6, PP5 inh -0.2, PP1 inh 4 and core dimer inh 1.
Cn1c(COc2nnc(-c3ccc(Cl)cc3)c3ccccc23)nc2ccccc21 was read as PREPL inhibitor -2, CTSL1 counter -4, LYPLA2 counter 0, GASC-1 inh -10, Efflux pump inh 0.0, TPT1 inhibitor 3, PP5 inh 2.7, PP1 inh -1 and core dimer inh -1.
O=C(O)CCC(=O)Nc1ccccc1C(=O)NCCc1ccccc1 was read as PREPL inhibitor 6, CTSL1 counter -3, LYPLA2 counter 7, GASC-1 inh 0, Efflux pump inh 0.0, TPT1 inhibitor 1, PP5 inh 1.2, PP1 inh 1 and core dimer inh -2.
N/C(=N\N=C\c1ccc2c(c1)OCO2)SC1CC(=O)N(c2ccc(C(=O)O)cc2)C1=O (stereo not given) was read as PREPL inhibitor -1, CTSL1 counter 0, LYPLA2 counter 1, GASC-1 inh -1, Efflux pump inh 0.3, TPT1 inhibitor -4, PP5 inh 3.6, PP1 inh 1 and core dimer inh -1.
Screening Cc1ccc(-c2n[nH]c(=S)n2-c2ccccc2)cc1 returned PREPL inhibitor 4, CTSL1 counter 2, LYPLA2 counter 2, GASC-1 inh 0, Efflux pump inh 0.1, TPT1 inhibitor -1, PP5 inh 2.8, PP1 inh 0 and core dimer inh -2.
Screening COc1ccc(N=c2scc(-c3ccc(OC)cc3)n2CCO)cc1 returned PREPL inhibitor 27, CTSL1 counter 2, LYPLA2 counter 7, GASC-1 inh 4, Efflux pump inh 0.7, TPT1 inhibitor 1, PP5 inh 5.6, PP1 inh 2 and core dimer inh -12.
Screening CC1=NN(c2cccc(Cl)c2)C(=O)C1 returned PREPL inhibitor 4, CTSL1 counter 0, LYPLA2 counter -7, GASC-1 inh 4, Efflux pump inh 0.2, TPT1 inhibitor -2, PP5 inh 6.1, PP1 inh 2 and core dimer inh -4.
Screening CN(CC(=O)Nc1c(Cl)cccc1Cl)C(=O)Cc1ccc(S(=O)(=O)N2CCOCC2)s1 returned PREPL inhibitor 0, CTSL1 counter 1, LYPLA2 counter 3, GASC-1 inh -8, Efflux pump inh -0.1, TPT1 inhibitor -3, PP5 inh 1.3, PP1 inh -4 and core dimer inh 5.
For CC1(C)OC(=O)C(=Cc2ccc[nH]2)C(=O)O1 the results were PREPL inhibitor 2, CTSL1 counter -1, LYPLA2 counter 9, GASC-1 inh -3, Efflux pump inh -0.3, TPT1 inhibitor -1, PP5 inh -0.3, PP1 inh 0 and core dimer inh -2.
`COCCCN1CC(=O)N2C(c3cccc(C)c3)c3[nH]c4ccccc4c3C[C@H]2C1=O` (stereo not given in full) gave PREPL inhibitor -2, CTSL1 counter 1, LYPLA2 counter -4, GASC-1 inh 0, Efflux pump inh 0.1, TPT1 inhibitor -1, PP5 inh 2.1, PP1 inh 0 and core dimer inh 7.
CNC(=S)Nc1ccc(-c2nc3ccc(C)cc3s2)cc1 was read as PREPL inhibitor 10, CTSL1 counter 5, LYPLA2 counter -22, GASC-1 inh 8, Efflux pump inh 0.2, TPT1 inhibitor 2, PP5 inh 1.8, PP1 inh 0 and core dimer inh 16.
Screening CCOC(=O)c1cccc(N2C(=O)C3C4C=CC(CC4)C3C2=O)c1 (stereo not given) returned PREPL inhibitor 10, CTSL1 counter -2, LYPLA2 counter 1, GASC-1 inh -4, Efflux pump inh 0.3, TPT1 inhibitor 0, PP5 inh 1.0, PP1 inh -9 and core dimer inh 6.
`CCCc1cc(=O)[nH]c(SCC(=O)Nc2ccc(Br)cc2Br)n1` gave PREPL inhibitor 10, CTSL1 counter -4, LYPLA2 counter -4, GASC-1 inh 7, Efflux pump inh 0.1, TPT1 inhibitor -1, PP5 inh 2.5, PP1 inh 1 and core dimer inh 7.
Screening CCOC(=O)c1cnn2c(N)c(C#N)cnc12 returned PREPL inhibitor 5, CTSL1 counter -2, LYPLA2 counter -3, GASC-1 inh -4, Efflux pump inh 0.3, TPT1 inhibitor -1, PP5 inh 2.6, PP1 inh -1 and core dimer inh 4.
Screening CS(=O)(=O)N1CCC(C(=O)Nc2cccc(Cl)c2Cl)CC1 returned PREPL inhibitor -5, CTSL1 counter 2, LYPLA2 counter -1, GASC-1 inh -10, Efflux pump inh 0.1, TPT1 inhibitor 0, PP5 inh 1.1, PP1 inh -1 and core dimer inh 2.
COc1ccccc1-c1nnc(SCC(=O)NC2CCS(=O)(=O)C2)n1CCc1ccccc1 (stereo not given) was read as PREPL inhibitor -9, CTSL1 counter 0, LYPLA2 counter -1, GASC-1 inh -3, Efflux pump inh 0.1, TPT1 inhibitor -3, PP5 inh 2.2, PP1 inh -2 and core dimer inh -2.
`CN(Cc1ccccc1)S(=O)(=O)c1ccc(OCC(=O)NCc2ccncc2)cc1` gave PREPL inhibitor 10, CTSL1 counter 3, LYPLA2 counter 0, GASC-1 inh -11, Efflux pump inh -0.1, TPT1 inhibitor 0, PP5 inh -0.4, PP1 inh -1 and core dimer inh -4.
For COc1ccc(-c2cc3nnc(-c4ccccc4)nc3s2)cc1 the results were PREPL inhibitor 1, CTSL1 counter -3, LYPLA2 counter -3, GASC-1 inh 7, Efflux pump inh 0.0, TPT1 inhibitor -2, PP5 inh 0.4, PP1 inh -2 and core dimer inh -3.
Screening Cc1ccc(C2C3CSCC=C3C(C#N)=C(N)C2(C#N)C#N)cc1 (stereo not given) returned PREPL inhibitor 7, CTSL1 counter 1, LYPLA2 counter -1, GASC-1 inh -3, Efflux pump inh -0.5, TPT1 inhibitor 27*, PP5 inh 1.2, PP1 inh -4 and core dimer inh 12.
Screening CSCCC(NC(=O)c1cc(C(C)(C)C)oc1C)C(=O)O (stereo not given) returned PREPL inhibitor -3, CTSL1 counter -1, LYPLA2 counter 5, GASC-1 inh -8, Efflux pump inh 0.0, TPT1 inhibitor 0, PP5 inh -0.3, PP1 inh -4 and core dimer inh -5.
CC(C(=O)NCCCc1ccccc1)n1cccc1C(=O)c1ccccc1 (stereo not given) was read as PREPL inhibitor -2, CTSL1 counter 10, LYPLA2 counter 2, GASC-1 inh 2, Efflux pump inh 0.1, TPT1 inhibitor -3, PP5 inh -2.6, PP1 inh -7 and core dimer inh -15.
C#CCNC(=O)C1=C[C@@H](c2ccc3c(c2)OCO3)C[C@@H](OCc2ccc(CO)cc2)O1 was read as PREPL inhibitor 16, CTSL1 counter 1, LYPLA2 counter -2, GASC-1 inh 6, TPT1 inhibitor -2, PP5 inh -1.2, PP1 inh -2 and core dimer inh 11.
Screening CC(=O)NC(Cc1c[nH]c2ccccc12)C(=O)Nc1ccc2c(c1)OCO2 (stereo not given) returned PREPL inhibitor 10, CTSL1 counter 2, LYPLA2 counter 4, GASC-1 inh 4, Efflux pump inh -0.3, TPT1 inhibitor -2, PP5 inh -0.4, PP1 inh 2 and core dimer inh -1.
For COc1ccccc1NC(=O)CCC(=O)OCc1ccc([N+](=O)[O-])cc1 the results were PREPL inhibitor -1, CTSL1 counter -41, LYPLA2 counter 0, GASC-1 inh 3, Efflux pump inh 0.1, TPT1 inhibitor -3, PP5 inh -7.6, PP1 inh -7 and core dimer inh -10.
Screening CC1CCc2sc(NC(=O)C3CC(Cl)=CCC3C(=O)O)c(C#N)c2C1 (stereo not given) returned PREPL inhibitor 18, CTSL1 counter 9, LYPLA2 counter 0, GASC-1 inh -19, Efflux pump inh -0.5, TPT1 inhibitor -3, PP5 inh -2.8, PP1 inh 3 and core dimer inh 12.
Screening O=S(=O)(c1cccc(-c2n[nH]c(=S)o2)c1)N1CCOCC1 returned PREPL inhibitor -2, CTSL1 counter 2, LYPLA2 counter 3, GASC-1 inh 0, Efflux pump inh -0.1, TPT1 inhibitor 1, PP5 inh -1.7, PP1 inh 3 and core dimer inh 0.
For Cc1cccc(OCCc2nnc(N)s2)c1C the results were PREPL inhibitor 7, CTSL1 counter -1, LYPLA2 counter -3, GASC-1 inh -4, Efflux pump inh 0.1, TPT1 inhibitor -1, PP5 inh 3.1, PP1 inh 3 and core dimer inh 2.
Screening C/C(=N\NS(=O)(=O)c1ccc(Cl)cc1)c1ccc(O)cc1 returned PREPL inhibitor -27, CTSL1 counter -4, LYPLA2 counter -4, GASC-1 inh 4, Efflux pump inh 0.0, TPT1 inhibitor 1, PP5 inh 1.1, PP1 inh -12 and core dimer inh -3.
`O=C(CSc1nc2ccccc2o1)Nc1nc2ccc(Br)cc2s1` gave PREPL inhibitor 13, CTSL1 counter -1, LYPLA2 counter -9, GASC-1 inh 13, Efflux pump inh -0.2, TPT1 inhibitor -1, PP5 inh 2.4, PP1 inh 0 and core dimer inh 3.

Some of the compounds tested; the hit share may differ from the screen's.
